Screens from PubChem BioAssay.
Integrin act MD: qHTS for Activators of Integrin-Mediated Alleviation for Muscular Dystrophy; Potency, µM (series often up to 38.3 µM), for inactives: top-dose activation, hits mostly activators; AID 624291, 2012; 350,000 compounds, 0.064% hits; alpha7betagal myoblasts, beta-gal FDG fluorescence, 48 h;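 note: potency is the fitted concentration of half-maximal effect; 100% = response of the positive control SU9516; nearly all actives have a fitted effect of over 60% in size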
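Alpha7betagal+/- myoblasts (passage 13) were plated 16-24 hr, then exposed to compounds (1:260 dilution of DMSO stock) for 48 hours at 37C. After MPER lysis, β-galactosidase reporter activity was read as FDG fluorescence (ex 480/em 540) after 30 minutes.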
BRCA1 expr up: qHTS Assay to Identify Small Molecule Activators of BRCA1 Expression | 380,000 compounds, 1.1% hits | AID 624202, 2012 | Potency, µM (series often up to 46.1 µM), without a hit: at the top dose activation, usual class: activators | MCF7-BRCA1-FFLuc reporter, luminescence, 48 h; response scale: scaled: vehicle 0%, 10 µM genistein 100%; note: potency is the fitted concentration of half-maximal effect; nearly all actives have a fitted effect of over 80% in size; some results filed as inactive show a strong effect at the top dose
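Compounds are tested at multiple concentrations on MCF7 BRCA1-luciferase reporter cells seeded at 2000 per well; after 48 h, a single luminescence end-point is taken and curves fitted to the normalized data.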
TRPV1 agonist: HTS Assay for Compounds that Act as Agonists of the Vanilloid Receptor 1; Transient receptor potential cation channel subfamily V member 1 (Homo sapiens), Q8NER1; TRPV1-expressing cells, Fluo-8 calcium influx, agonist mode; activation, % at 8.33 µM; 320,000 compounds, 0.19% hits; AID 540275, 2011; in the data active = activation above about 80%; inconclusive = between about 30% and that limit; note: 0% is about no effect
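Fluo-8 calcium influx in TRPV1-expressing cells, kinetic read (ex 480/em 520 nm). Compound added and read 3 min for agonist activity, followed by capsaicin at EC20 final and 2 min further read for enhancement.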
B2AR arrestin: qHTS assay of beta-arrestin-biased ligands of beta2-adrenergic receptor; beta-arrestin recruitment to beta2AR, cell-based reporter; Potency, µM (series often up to 46.1 µM), inactives show at the highest dose activation, actives largely listed as activators; 330,000 compounds, 0.02% hits; AID 492947, 2010;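 note: potency is the fitted concentration of half-maximal effect; 0% = DMSO controls and full agonism = EC100 isoproterenol or metaproterenol; nearly all actives have a fitted effect of over 65% in size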
ASM inhibitor: Inhibitors of Secretory Acid Sphingomyelinase (S-ASM): qHTS; Sphingomyelin phosphodiesterase (Homo sapiens), P17405; Potency, µM (highest dose often 57.5 µM), for inactives: at the top dose activity change, negative = inhibition, most hits filed as inhibitors; 340,000 compounds, 0.006% hits; placental ASM, HMU-PC fluorogenic substrate, 60 min; note: potency is the fitted concentration of half-maximal effect
Target sequence (P17405 47-631 limits assumed): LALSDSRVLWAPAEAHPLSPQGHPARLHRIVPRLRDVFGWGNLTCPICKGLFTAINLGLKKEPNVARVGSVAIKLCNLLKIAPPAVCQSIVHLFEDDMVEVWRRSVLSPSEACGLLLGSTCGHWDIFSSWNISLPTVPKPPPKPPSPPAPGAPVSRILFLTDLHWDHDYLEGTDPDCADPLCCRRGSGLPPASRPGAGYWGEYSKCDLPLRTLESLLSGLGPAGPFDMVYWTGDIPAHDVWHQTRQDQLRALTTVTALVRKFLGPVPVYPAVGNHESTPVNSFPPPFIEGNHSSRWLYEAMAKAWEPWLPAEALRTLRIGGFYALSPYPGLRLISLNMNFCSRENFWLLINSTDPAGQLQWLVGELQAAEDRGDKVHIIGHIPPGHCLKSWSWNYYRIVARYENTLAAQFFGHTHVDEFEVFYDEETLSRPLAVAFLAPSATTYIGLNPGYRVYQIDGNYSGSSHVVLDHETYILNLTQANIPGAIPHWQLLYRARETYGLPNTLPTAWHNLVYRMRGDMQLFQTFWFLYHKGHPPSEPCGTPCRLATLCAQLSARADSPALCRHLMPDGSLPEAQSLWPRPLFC
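Fluorogenic HMU-PC substrate (9 uM final) is turned over by placental ASM in 60 min at 37 C after a 10 min compound preincubation. Reaction ended by alkaline stop (pH 10), with fluorescence read at 386/447 nm.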
p53 reactivator: qHTS assay for re-activators of p53 using a Luc reporter. H1299 p53-A138V BP100-luciferase reporter, luminescence, 24 h. Potency, µM (doses to about 92.2 µM), inactives show at the top dose activity change, positive = activation, most hits filed as activators. 320,000 compounds, 0.063% hits. AID 504706, 2011; note: potency is the fitted concentration of half-maximal effect; % of control where 0% means no effect; nearly all actives have a fitted effect of over 45% in size
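p53-null H1299 cells stably carrying temperature-sensitive p53-A138V and a BP100-luciferase reporter were pinned with compounds (4-point, 1:5 series) and held 24 hrs at 37 deg C. Luminescence was read 10 min after detection reagent.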
Eya2 inh: qHTS Assay for Inhibitors of the Phosphatase Activity of Eya2. 330,000 compounds, 0.006% hits. Protein phosphatase EYA2 (Homo sapiens), O00167. recombinant Eya2, OMFP fluorescence dephosphorylation (OMFP is methylfluorescein phosphate). AID 488837, 2010. Potency, µM (highest dose often 76.9 µM), for inactives: at the top dose activity, negative = inhibition, actives largely listed as inhibitors; note: potency is the fitted concentration of half-maximal effect; % is set by controls: 0 for no effect and ±100 for the full control effect
Target sequence (O00167 whole entry, looked up): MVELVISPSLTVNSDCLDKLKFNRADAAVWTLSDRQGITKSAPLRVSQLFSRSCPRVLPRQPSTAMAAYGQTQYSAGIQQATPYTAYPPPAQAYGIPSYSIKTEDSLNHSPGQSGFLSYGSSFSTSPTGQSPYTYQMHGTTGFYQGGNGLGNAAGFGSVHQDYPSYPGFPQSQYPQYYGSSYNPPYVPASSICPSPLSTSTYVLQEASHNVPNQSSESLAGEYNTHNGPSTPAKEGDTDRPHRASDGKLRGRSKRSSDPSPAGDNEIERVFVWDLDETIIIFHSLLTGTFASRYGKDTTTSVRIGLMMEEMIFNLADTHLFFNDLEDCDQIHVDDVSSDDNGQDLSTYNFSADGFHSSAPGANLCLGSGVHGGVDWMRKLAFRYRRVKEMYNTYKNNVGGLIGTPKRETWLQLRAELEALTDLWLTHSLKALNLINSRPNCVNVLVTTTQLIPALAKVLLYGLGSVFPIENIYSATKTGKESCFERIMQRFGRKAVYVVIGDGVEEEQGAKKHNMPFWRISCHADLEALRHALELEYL
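Eya2 protein (added as 0.2 uM solution) was preincubated with compound for 10 min at ambient temperature in 50 mM HEPES pH 7.5, 50 mM NaCl, 5 uM MgCl2, 0.05% BSA, 1 mM DTT. OMFP (added at 50 uM) then reacted 10 min; fluorescence read at 485/525 nm.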
TSG101-PTAP inh: qHTS Assay for Iinhibitors of HIV-1 Budding by Blocking the Interaction of PTAP/TSG101 | 340,000 tested, under 10 active | Tumor susceptibility gene 101 protein (Homo sapiens), Q99816 | Potency, µM (doses to about 115 µM), for inactives: at the top dose activity change, negative = inhibition, hits mostly inhibitors | AID 493005, 2010 | Fluorescence polarization, FITC-PTAP peptide / Tsg101 binding; active = well fitted inhibition curve with a large enough effect in the main read-out, with a control signal flat, not every such curve was filed as active; inconclusive = small, poorly fitted or top-dose-only effect, or effect the other way, or a change in a side signal; inactive = no such curve, though single readings can be large or run the other way; note: potency is the fitted concentration of half-maximal effect; % of control where 0% means no effect
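Fluorescence polarization binding of Tsg101 binding domain (10 uM final) to FITC-labeled PTAP peptide (50 nM final) in HEPES pH 7.5 buffer with NaCl, Tween 20, EDTA, TCEP. Compounds added before peptide; binding 20 min at RT.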
USP2a block: qHTS Assay for Inhibitors of Ubiquitin-specific Protease USP2a Using CHOP2 as the Reporter | Ubiquitin carboxyl-terminal hydrolase 2 (Homo sapiens), O75604 | USP2 core, Ub-CHOP2 coupled fluorogenic reporter, 485/531 | Potency, µM (doses to about 38.3 µM), inactives show at the top dose activity change, negative = inhibition, actives largely listed as inhibitors | 330,000 compounds, 0.01% hits | AID 463254, 2010;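 note: potency is the fitted concentration of half-maximal effect; plate controls were DMSO wells for no effect and full inhibition by NEM control for full effect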
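Cell-free coupled assay: 10nM USP2 core preincubated 30min RT with compound in Tris-HCl pH 8.0/CaCl2/CHAPS buffer, then 25nM Ub-CHOP2 and 25nM reporter substrate; fluorescence (Ex 485/Em 531) read after 60min RT, normalized to NEM inhibition, concentration-response curves fitted.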
ELG1 genotoxic: qHTS screen for small molecules that induce genotoxicity in human embryonic kidney (HEK293T) cells expressing luciferase-tagged ELG1. HEK293T ELG1-luciferase reporter, luminescence, 16 h. AID 504466, 2011. 330,000 compounds, 1.3% hits. Potency, µM (top dose mostly 46 µM), for the others: at the highest dose activity change, positive = activation, most hits filed as activators; note: potency is the fitted concentration of half-maximal effect; % of control where 0% means no effect; nearly all actives have a fitted effect of over 60% in size
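HEK293T cells expressing luciferase-tagged ELG1 were treated with compound or DMSO for 16 hr at 37°C. Luciferase activity was then read after 30 min with ONE-Glo at room temperature; rising signal flags genetic stress.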
uPA generation: qHTS for Inhibitors of Cell Surface uPA Generation | cell surface uPA generation assay, qHTS | Potency, µM (top dose mostly 38.3 µM), for the others: at the highest dose activity change, negative = inhibition, actives largely listed as inhibitors | 330,000 compounds, 0.31% hits; active = well fitted inhibition curve with a large enough effect; inconclusive = small, poorly fitted or top-dose-only effect; inactive = no such curve, though single readings can be large or run the other way; tested in mouse RAW 264.7 cells; note: potency is the fitted concentration of half-maximal effect; % is set by controls: 0 for no effect and ±100 for the full control effect; nearly all actives have a fitted effect of over 55% in size
An asterisk follows results filed as active; ? = inconclusive; · = no result given; [ ] = remark or other dose. Unless noted, calls come from the whole dose curve; as a rule, active = well fitted curve in the direction sought with a large enough effect; inconclusive = small, poorly fitted or top-dose-only effect, or another doubt; inactive = no such curve, though single readings can be large; an effect the other way counts as inactive or inconclusive. No enrichment for hits; overall some 2.6% were active at least once.

SMILES	Integrin act MD	BRCA1 expr up	TRPV1 agonist	B2AR arrestin	ASM inhibitor	p53 reactivator	Eya2 inh	TSG101-PTAP inh	USP2a block	ELG1 genotoxic	uPA generation
CCOc1cc(/C=N\NC(=O)c2ccc(C)nc2)cc([N+](=O)[O-])c1O	0%	-8%	0	-0.3%	-2%	-1%	3%	-4%	2%	2%	6%
CC(C)(CNC(=O)c1ccc(Br)o1)CNC(=O)c1ccc(Br)o1	0%	-7%	9	-3.1%	-1%	·	6%	-3%	-2%	-5%	3%
Clc1ccc2c(NNc3ccccc3Cl)ccnc2c1	-5%	-73%	0	-0.1%	-2%	-2%	-22%	-7%	-1%	0%	-1%
COC(=O)Cn1cnc2c(C#N)c3n(c2c1=O)CCCC3	5%	1%	2	-0.1%	2%	-1%	-24%	·	1%	0%	?
CCOc1cc(CNCCCN2CCOCC2)ccc1OCC(=O)Nc1cccc2ccccc12	-36%[7.66 µM]	-49%	0	0.1%	1%	-34%[inhibitor]	12%	0%	2%	4%	·
Cc1ccc2nc(SCC(=O)Nc3c(C)n(C)n(-c4ccccc4)c3=O)[nH]c2c1	-7%	-23%	1	-1.1%	0%	6%	15%	-5%	0%	1%	0%
Cc1ccc(CNc2ccc(S(=O)(=O)N3CCOCC3)cc2[N+](=O)[O-])cc1	10%	-21%	5	0.4%	-15%	0%	-3%	-1%	1%	0%	0%
CC(=O)N1CCc2c(sc(NC(=O)CN3C(=O)c4ccccc4C3=O)c2C(N)=O)C1	14%	30%	-3	0.1%	67%[activator]	4%	-6%	-5%	-1%	2%	14%
CCOc1ccc(S(=O)(=O)N2CCOCC2)cc1NC(=O)CSCC(=O)Nc1ccc(C)cc1	-9%	-16%	-1	0.2%	0%	4%	-6%	·	1%	-3%	-11%
COc1ccc(-c2nc3ccccc3c(=O)n2NC(=O)c2cccnc2Cl)cc1OC	13%	-3%	-5	-0.6%	0%	-2%	6%	-1%	4%	0%	0%
CCc1sc(C(=O)N2CCN(C(=O)c3ccccc3)CC2)cc1C	-29%	0%	·	-0.2%	1%	-2%	10%	-3%	0%	0%	0%
O=C(CSc1nc2ccccc2c(=O)n1-c1ccc(F)cc1)Nc1ccc(Cl)c(S(=O)(=O)N2CCOCC2)c1	20%	-27%	-1	-0.3%	0%	3%	1%	1%	-1%	-3%	0%
C/C(=N\Nc1ccc(F)cc1)c1ccc(N2CCOCC2)c(F)c1	-21%	-18%	-2	-0.1%	-2%	2%	-14%	-4%	3%	-4%	-7%
O=C(N/N=C/c1cc2ccccc2nc1Cl)c1ccncc1	-30%	-1%	-1	0.2%	-2%	-5%	0%	-2%	1%	-9%	2%
COc1cc(/C=C(\C#N)C(=O)N2CCOCC2)cc(Br)c1O	-22%	20%	4	0.3%	-3%	1%	9%	·	0%	1%	23%
COc1ccc(S(=O)(=O)NN(C)c2nc(C(F)(F)F)nc3ccccc23)cc1	-14%	-37%	5	0.1%	-3%	-2%	?	-6%	1%	-18%	-11%
Fc1ccc(CNC(=S)Nc2cccc(Cl)c2)cc1	0%	1%	?	-1.6%	1%	7%	2%	0%	-1%	-2%	-5%
O=C(c1cc(-c2ccncc2)nc2ccccc12)N1CCN(c2ncccn2)CC1	-1%	-1%	·	-0.2%	0%	0%	-3%	-1%	-1%	-5%	-7%
COc1ccc(NC(=O)NC(C)c2ccccc2)cc1 (configuration not stated)	-22%	35%	10	0.0%	-1%	-2%	1%	-4%	3%	0%	3%
Cc1nn(C)c(C(=O)Nc2ccn(Cc3ccccc3F)n2)c1[N+](=O)[O-]	14%	-44%	0	-0.6%	-4%	-5%	-15%	·	2%	1%	2%
C=C(C)COc1ccc2c(C)c(CCC(=O)N3C[C@H]4C[C@@H](C3)c3cccc(=O)n3C4)c(=O)oc2c1	-5%	-23%	-2	-0.5%	21%	1%	6%	-2%	1%	-1%	0%
COc1ccc(S(=O)(=O)Cc2ccc(C(=O)N3CCN(c4ccccn4)CC3)o2)cc1	0%	-14%	-2	-0.3%	4%	-4%	-1%	-5%	-5%	0%	3%
CC(=O)Nc1ccc(S(=O)(=O)NC(C)CCc2ccccc2)cc1 (configuration not stated)	5%	-10%	-2	-0.6%	-3%	-46%[inhibitor]	0%	0%	4%	-5%	-3%
Cn1c(O)c(N=Nc2nc(-c3ccccc3)cs2)c2ccccc21	2%	-75%	3	-0.7%	·	13%	-20%	-2%	0%	1%	3%
CCOC(=O)c1ccc(NC(=O)Nc2ccc(Cl)cn2)cc1	15%	-7%	-15	0.2%	2%	1%	-1%	0%	-8%	0%	5%

Continued, overlapping the part above by 2 compounds.
SMILES	Integrin act MD	BRCA1 expr up	TRPV1 agonist	B2AR arrestin	ASM inhibitor	p53 reactivator	Eya2 inh	TSG101-PTAP inh	USP2a block	ELG1 genotoxic	uPA generation
Cn1c(O)c(N=Nc2nc(-c3ccccc3)cs2)c2ccccc21	2%	-75%	3	-0.7%	·	13%	-20%	-2%	0%	1%	3%
CCOC(=O)c1ccc(NC(=O)Nc2ccc(Cl)cn2)cc1	15%	-7%	-15	0.2%	2%	1%	-1%	0%	-8%	0%	5%
CCOc1cc(NC(=S)NCCOC)c(OCC)cc1NC(=O)c1ccco1	14%	-14%	2	-0.1%	4%	1%	-2%	0%	-2%	-6%	-1%
COc1ccc(-c2cc(C(=O)N3CCC3)c3ccccc3n2)cc1OC	-20%	-19%	-1	-0.5%	54%[activator]	-1%	13%	-1%	0%	3%	-29%
C/C(=N\NC(=O)c1ccc2ccccc2c1)c1cccs1	-37%	?	19	-0.5%	1%	15%	4%	-2%	-1%	2.1µM*	-12%
Oc1ccc2ccccc2c1N=Nc1nccs1	-43%	-54%	25	2.7%	-12%	-15%	-15%	?	-9%	?	-15%
O=C(Cn1nc(Cc2cccnc2)c2ccccc2c1=O)N1CCN(c2ccccn2)CC1	0%	-5%	·	0.0%	2%	-7%	-8%	-1%	3%	0%	6%
O=c1[nH]c2cc(Cl)ccc2n1-c1ccccc1	20%	-37%	-3	0.1%	-4%	-7%	-3%	-3%	0%	0%	3%
CC(C)CNC(=O)c1cc([N+](=O)[O-])ccc1N1CCCCC1	-14%	7%	?	-0.4%	-2%	0%	4%	-3%	-2%	-1%	?
CC(=O)c1ccc(NC(=O)CN(c2c(C)cccc2C)S(C)(=O)=O)cc1	-9%	103%	3	-1.0%	-1%	11%	?	2%	-1%	16%	-18%
CC(=O)N1CCN=C1SCc1cccc(C)c1	13%	-12%	0	0.2%	0%	-2%	-4%	2%	0%	-1%	-4%
COc1ccccc1C(=O)Nc1nc(N)n(-c2ccccc2)n1	22%	25%	-2	-0.7%	3%	2%	-3%	0%	2%	2%	3%
Cc1[nH]c2ccc(F)cc2c1CCN(Cc1ccncc1)C(=S)Nc1ccc(F)cc1	-10%	-12%	2	0.1%	2%	5%	-1%	-4%	-1%	-13%	-6%
CCC(C(=O)NCCC(C)C)N(Cc1ccccc1Cl)C(=O)c1snc(C(N)=O)c1N (configuration not stated)	8%	-46%	5	-0.2%	307%[activator]	-10%	-8%	-1%	-6%	-1%	3%
COc1cccc(NC(=O)CN(C)C(=O)CSc2ncnc3sc(C)c(C)c23)c1	2%	-21%	8	-0.2%	2%	1%	8%	-2%	1%	6%	-8%
COc1cc(OC)cc(OC(=O)C2CCN(C3=NS(=O)(=O)c4ccccc43)CC2)c1	-29%	10%	-3	0.3%	2%	2%	-3%	-3%	-3%	1%	-25%
COc1ccc(-c2noc(-c3ccccc3Cl)n2)cc1OC	10%	?	-3	0.0%	-2%	?	4%	-6%	0%	?	-9%
CCOc1cc2oc(=O)c3c(c2cc1Cl)CCC3	5%	3%	-2	-1.0%	4%	15%	-18%	-4%	2%	11%	-6%
